Assay outcomes from PubChem.
PTPN22 inh 2: inhibitors of human LYP (PTPN22) phosphatase; recombinant LYP catalytic domain, DiFMUP fluorescence; inhibition, % at 2 µM; 96,000 compounds, 0.21% hits;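 active means inhibition at 2 µM at or above a set limit, the screen mean plus 3 SD, cut at about 24% in these data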;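 further: 0% = DMSO with enzyme and 100% = enzyme fully blocked by orthovanadate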
CYP2C9 inhib: inhibitors of human CYP2C9. inhibition, % at 5 µM. 96,000 compounds, 20% hits. CYP2C9 Supersomes, luciferin-H conversion, luminescence. AID 777;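 active means blocking of liver enzyme CYP2C9 beyond about 50% at 5 µM, limit read from the data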; further: values of inactives mirror those of a sister screen read the other way
Target sequence (P11712 whole entry, looked up): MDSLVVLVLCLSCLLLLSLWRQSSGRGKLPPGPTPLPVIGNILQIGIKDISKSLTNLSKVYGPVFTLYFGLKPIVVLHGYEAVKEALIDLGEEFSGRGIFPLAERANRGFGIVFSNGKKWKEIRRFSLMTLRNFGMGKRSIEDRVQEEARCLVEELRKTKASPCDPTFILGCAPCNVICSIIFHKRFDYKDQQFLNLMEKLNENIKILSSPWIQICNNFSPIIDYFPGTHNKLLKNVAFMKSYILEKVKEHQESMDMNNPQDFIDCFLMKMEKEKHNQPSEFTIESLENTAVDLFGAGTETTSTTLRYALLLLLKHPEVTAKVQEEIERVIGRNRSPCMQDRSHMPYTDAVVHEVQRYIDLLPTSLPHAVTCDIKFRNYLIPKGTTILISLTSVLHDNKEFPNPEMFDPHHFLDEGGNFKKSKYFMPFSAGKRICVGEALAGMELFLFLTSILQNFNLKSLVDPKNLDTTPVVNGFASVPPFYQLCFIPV
hDAT+cocaine: human DAT dopamine uptake with cocaine, either direction; Q01959; LLC-PK1 hDAT cells, [14C]-dopamine uptake with cocaine IC80; actives deviate in either direction; B-score at 10 µM; 110,000 compounds, 1.3% hits; AID 449768;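 active means Z score or B-score, a plate-position-corrected score, falls beyond the plate's 99.7% confidence bounds, in either direction; inactive means both scores lie inside the 99.7% bounds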;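 further: scored against the spread of the other compound wells on the same plate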
Target sequence (Q01959 whole entry, looked up): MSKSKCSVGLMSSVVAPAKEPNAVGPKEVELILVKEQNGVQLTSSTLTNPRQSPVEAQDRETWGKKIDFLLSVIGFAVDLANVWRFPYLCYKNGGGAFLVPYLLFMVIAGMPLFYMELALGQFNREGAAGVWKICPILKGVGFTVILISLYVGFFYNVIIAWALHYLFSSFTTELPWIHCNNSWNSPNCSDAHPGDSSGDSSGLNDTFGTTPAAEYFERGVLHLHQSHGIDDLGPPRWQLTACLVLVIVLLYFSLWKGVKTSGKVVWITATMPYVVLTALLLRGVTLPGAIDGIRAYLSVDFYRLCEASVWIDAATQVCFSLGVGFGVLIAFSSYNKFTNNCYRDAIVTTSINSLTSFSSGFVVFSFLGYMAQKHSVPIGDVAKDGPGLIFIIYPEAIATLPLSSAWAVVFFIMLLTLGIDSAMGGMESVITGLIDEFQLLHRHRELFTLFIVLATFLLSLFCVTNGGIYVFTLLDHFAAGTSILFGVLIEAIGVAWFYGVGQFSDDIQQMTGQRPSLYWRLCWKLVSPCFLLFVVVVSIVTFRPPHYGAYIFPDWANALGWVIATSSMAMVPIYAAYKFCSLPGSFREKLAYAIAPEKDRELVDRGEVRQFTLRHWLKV
Pyk2 oligo antag: blocks oligomerization of human Pyk2 in cells; Q293 cells, Pyk2 FERM NanoBiT luminescence; hits give low values; z-score (the deposit names both 25 µM and 10 µM); 99,000 compounds, 0.83% hits;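 active means Z-score of -3 or lower, scaled per plate to the spread of control and sample wells; inactive means z-score above -3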;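 further: negative z-score means lost luminescence so less FERM oligomerization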
PTPN22 act: LYP (human) phosphatase activation; Q9Y2R2; recombinant LYP, DiFMUP fluorescence; 0 = plate median, 100 = signal doubled; activation, % at 2 µM; 96,000 compounds, 0.11% hits;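 active means activation at 2 µM above a set limit, the mean plus 5 SD, cut at about 37% in these data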
E coli WT exp: E. coli BW25113 growth inhibition, expanded screen; OD600 absorbance; growth inhibition, % at 100 µM; 98,000 compounds, 0.15% hits; AID 710;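 active means growth inhibition above about 50% at one test dose, limit read from the data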;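 further: growth measured after 20 h incubation at 37 °C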
PostGolgi ctrl: growth of the yeast control strain, post-Golgi counter-screen | efflux-deficient yeast background strain, growth absorbance A615, 16 h | inhibition, % at 10 µM | 98,000 compounds, 5% hits | AID 738
PostGolgi yeast: growth inhibition of a yeast mutant, post-Golgi transport screen | inhibition, % at 10 µM | post-Golgi transport phenotypic cell assay | 98,000 compounds, 0.9% hits;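 further: yeast cells grown in 1536-well plates; yeast grown about 18 h at 30C before absorbance read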
CYP2C9 act: increases human cytochrome P450 2C9 activity; activation factor at 5 µM; 96,000 compounds, 1.4% hits; P11712; recombinant CYP2C9, luciferin-H conversion, luminescence; hits give high values; factor 1 = untreated enzyme, 0 = blocked;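 active means activation factor of 2 or more for CYP2C9 at a 5 µM dose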;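 further: 0 = sulfaphenazole-blocked wells and 1 = vehicle-only wells; values of inactives mirror those of a sister screen read the other way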
* hit, by the source's call; x = not tested or not shown. Unless noted, no stated cut-off is given here; in the data, active means inhibition above about 30%; inactive means the rest.

SMILES	PTPN22 inh 2	CYP2C9 inhib	hDAT+cocaine	Pyk2 oligo antag	PTPN22 act	E coli WT exp	PostGolgi ctrl	PostGolgi yeast	CYP2C9 act
CCCCn1c(SCn2nnc3ccccc3c2=O)nc2cc(S(N)(=O)=O)ccc21	-10	16	0.29	-1.9	12	-4	5	-4	0.8
c1ccc(Cn2nnc3c(NCC4CCCO4)ncnc32)cc1 (centres undefined)	3	-138	0.92	1.7	-5	0	21	0	2.4*
Cn1cnnc1SCC(=O)c1ccc2c(c1)OCO2	4	-27	-0.0011	-0.01	-5	11	4	3	1.3
CC(=O)Nc1nonc1-c1nc2ccccc2n1Cc1ccccc1	-6	3	-0.025	-1.2	10	2	10	0	1
CC(=O)c1ccc(NC(=O)/C(=C\c2ccccc2)NC(=O)/C=C/c2ccccc2)cc1	8	53*	2	-0.2	-2	-8	5	3	0.5
O=C(CSc1n[nH]c(-c2cccnc2)n1)Nc1ccnc2ccccc12	x	92*	0.39	0.25	x	2	-2	0	0.1
COc1ccc(NC(=O)c2oc3ccccc3c2NC(=O)C(C)(C)C)cc1	4	16	-0.063	-0.41	-6	-8	-4	1	0.8
CCCCOC(=O)Nc1ccc(C(C)C)cc1	2	x	-0.51	-0.92	-2	x	x	x	x
Cn1c(-c2ccccc2)c(CCO)c2ccccc21	10	x	-0.97	2.6	-6	-7	17	-5	x
COCCN(CCOC)Cc1c(C)[nH]c2c(C)c(C)ccc2c1=O	-5	14	-0.74	0.76	2	-3	9	1	0.9
CC(CCc1ccccc1)NC(=O)COC(=O)C1=COCCO1 (centres undefined)	6	50*	0.013	0.06	-6	-3	7	4	0.5
Cc1cc(NC(=O)CSc2nnc(-c3ccc4c(c3)OCCO4)o2)no1	0	41	0.12	1.5	1	-5	0	2	0.6
CS(=O)(=O)N1CCC(C(=O)NCc2ccncc2)CC1	-11	59*	-0.98	1	10	-2	6	22	0.4
Cc1noc(C)c1C(=O)OCC(=O)c1c[nH]c2ccccc12	-7	88*	-1.2	-0.55	4	10	17	1	0.1
COc1cc(C(C)=O)ccc1OCC(O)CNCC1(N2CCCCC2)CCCCC1 (centres undefined)	-7	5	0.75	0.36	6	2	-2	3	1
Cn1cnnc1SCC(=O)Nc1ccccc1	-10	x	-0.042	x	6	9	2	0	x
CCOC(=O)N1N=C(CC)CC1(O)C(F)(F)F (centres undefined)	8	x	-0.74	0.71	-10	x	x	x	x
COc1cc([N+](=O)[O-])ccc1NC(=O)CN(C)C	9	-14	-0.11	0.48	-4	12	8	0	1.1
CCN1C(=O)C2(C(C#N)=C(N)Oc3cc(C)oc(=O)c32)c2ccccc21 (centres undefined)	0	9	-1.9	0.27	3	2	12	2	0.9
CCCCOc1ccc(/C=N/NC(=S)Nc2cc(C)ccc2C)cc1	12	6	0.21	-0.03	-11	-20	5	1	0.9
C=CCNC(=O)c1c(Cl)cccc1Cl	-15	x	-0.75	0.63	13	-3	-2	-2	x
COc1cc(OC)cc(C(=O)NCCn2ccc3ccccc32)c1	-5	10	-1.1	x	5	-2	-13	8	0.9
CC1(C)CC(=O)C2=C(C1)NCN(Cc1ccccc1)C2	3	12	1.2	0.27	0	8	14	-2	0.9
CCCOc1ccc(/C(O)=C2/C(=O)C(=O)N(CCCOC)C2c2cccnc2)cc1 (centres undefined)	x	-51	-0.29	-0.26	x	-6	3	-7	1.5
Cc1c(-c2ccccc2)nc(N)c(C#N)c1-c1cccs1	12	29	-0.014	0.28	-9	-10	15	0	0.7
O=C(c1cc2sccc2n1Cc1ccccc1)N1CCCc2ccccc21	3	95*	0.38	-2.1	0	-15	13	-12	0.1
NCCCN1CCOCC1	-3	-3	0.0047	0.43	6	-4	-1	-3	1
CCOC(=O)c1ccc(NCc2nc3ccccc3n2C)cc1	7	27	0.87	0.14	-7	13	13	10	0.7
O=C(c1ccc(Cl)cc1)N1CCCC(c2ccccc2)=N1	12	20	-0.15	-1.2	-9	2	36*	14	0.8
Cc1ccccc1NC(=O)Cc1nnc(SCC(=O)N2CCN(c3ccccc3)CC2)n1C	6	13	0.2	-1.4	-6	3	-8	-8	0.9

Record cards (already shown). Values in the order: PTPN22 inh 2, CYP2C9 inhib, hDAT+cocaine, Pyk2 oligo antag, PTPN22 act, E coli WT exp, PostGolgi ctrl, PostGolgi yeast, CYP2C9 act
Cn1cnnc1SCC(=O)Nc1ccccc1 is entered as -10, x, -0.042, x, 6, 9, 2, 0, x
CCN1C(=O)C2(C(C#N)=C(N)Oc3cc(C)oc(=O)c32)c2ccccc21 (centres undefined) is entered as 0, 9, -1.9, 0.27, 3, 2, 12, 2, 0.9
CS(=O)(=O)N1CCC(C(=O)NCc2ccncc2)CC1 is entered as -11, 59*, -0.98, 1, 10, -2, 6, 22, 0.4
COCCN(CCOC)Cc1c(C)[nH]c2c(C)c(C)ccc2c1=O is entered as -5, 14, -0.74, 0.76, 2, -3, 9, 1, 0.9
COc1ccc(NC(=O)c2oc3ccccc3c2NC(=O)C(C)(C)C)cc1 is entered as 4, 16, -0.063, -0.41, -6, -8, -4, 1, 0.8

(further entries)
SMILES	PTPN22 inh 2	CYP2C9 inhib	hDAT+cocaine	Pyk2 oligo antag	PTPN22 act	E coli WT exp	PostGolgi ctrl	PostGolgi yeast	CYP2C9 act
COC(=O)c1cccc(N2C(=O)c3ccccc3S2(=O)=O)c1	14	28	0.26	0.73	-12	-5	2	14	0.7
CCC(=O)Nc1cc2c(cc1C(=O)CC)OCCO2	13	32	-2.5	0.01	-12	-2	-8	0	0.7
N#Cc1c(-c2ccc(Cl)cc2)ccn2nc(C3CCCCC3)nc12	10	85*	1.8	0.21	-9	-9	7	2	0.1
COc1cc(/C=N/NC(=O)CNC(=O)c2ccccc2)ccc1OC(=O)c1cccs1	-1	38	0.9	1.4	5	2	-1	-5	0.6
CCCCCNCc1cccn1C	-2	-18	0.33	-0.99	3	1	1	-4	1.2
Cc1cc(C)c2c(N)c(C(=O)NC3CC3)sc2n1	5	4	-0.042	1	-4	1	-5	4	1
CCN(CC)S(=O)(=O)c1cccc(-c2cn3cc(C)ccc3n2)c1	-15	67*	0.44	-1.6	16	9	4	23	0.3
CCC(C)(C)n1nnnc1CN(Cc1ccco1)Cc1cc2cc3c(cc2[nH]c1=O)OCO3	-2	10	0.39	-0.22	-1	-2	4	9	0.9
Cc1c(C(=O)N2CCOCC2)oc2ccc(S(=O)(=O)N3CCCCCC3)cc12	x	19	1.9	-0.16	x	-2	12	4	0.8
Cc1cc(C)c(C#N)c(SCSCc2ccccc2)n1	-5	74*	-0.13	-2	6	-3	2	0	0.3
CSCCC1(C(=O)O)NC(c2ccccc2O)C2C(=O)N(C(C)C)C(=O)C21 (centres undefined)	0	-9	-2.6*	x	0	0	11	25	1.1
Cc1nn(C)cc1CNC(=O)Nc1cccc(Cl)c1	-6	-27	0.062	0.14	8	19	-2	-1	1.3
COc1ccc(CNS(=O)(=O)c2ccc(S(=O)(=O)N3CCCCC3)cc2)cc1	x	33	-0.11	-0.12	x	x	x	x	0.7
CCOc1cc(C(=O)N2CCN(C/C=C/c3ccccc3)CC2)cc(OCC)c1OCC	-7	42	2.2	0.02	7	5	23	-7	0.6
Cc1cc(C)n(-c2nc(N(c3ccccc3)c3ccccc3)nc(-n3nc(C)cc3C)n2)n1	15	x	-0.21	0.55	-16	x	x	x	x
Fc1ccc(OCc2nnc(SCCN3CCOCC3)o2)cc1	6	x	0.78	-0.08	-6	x	x	x	x
Cc1csc2nc(=O)c3ccccc3n12	4	2	0.47	1.2	-5	23	6	-12	1
CCC(Cc1ccccc1)NC(=O)CCn1cccc1 (centres undefined)	0	66*	0.29	0.27	0	4	17	-3	0.3
O=C(Cn1cnc2ccccc2c1=O)c1ccc2c(c1)OCCO2	-4	19	-0.0019	0	2	-3	22	2	0.8
CC1(C)CC2(CC(c3cccs3)c3cc(Cl)c(O)cc3O2)NC(=S)N1 (centres undefined)	4	19	x	-1.8	1	10	-4	2	0.8
CC(C)NC(=O)CN(c1cccc(Br)c1)S(C)(=O)=O	-2	12	-0.02	1.3	2	1	3	1	0.9
Cc1nc2ccccc2c2oc(C(=O)N3CCN(C(=O)c4ccco4)CC3)cc12	x	39	0.84	x	x	8	-2	-3	0.6
Cn1c(=O)c(=O)n(C)c2cc(S(=O)(=O)N3CCOCC3)ccc21	3	13	-0.94	-0.2	-6	-3	14	-2	0.9
COc1cc(CN2CCC(C(=O)N3CCN(c4ccccc4F)CC3)CC2)cc(OC)c1OC	8	18	-0.0076	0.79	-4	6	1	-7	0.8
N#C/C(=C(/O)COC(=O)CCCNC(=O)c1ccc(Cl)cc1)c1nc2ccccc2[nH]1	-5	76*	-0.68	-0.71	4	-13	5	-2	0.2
CN1CCN(CC(=O)Nc2ccc(Cl)cc2Cl)CC1	-8	-2	-1	0.88	7	-2	1	1	1
CCn1nnnc1SCC(=O)NCc1ccco1	-7	-15	-8.8*	-0.26	5	8	7	3	1.2
COc1ccc2nc(NC(=O)CSc3nnnn3C3CCCCC3)sc2c1	4	13	0.23	1.5	-4	7	45*	21	0.9
CCn1c(SCC(=O)N2CCOCC2)nc2c(c1=O)SC(C)C2 (centres undefined)	4	x	-0.41	1.2	-1	-6	3	0	x
c1cncc(-c2nnc(C3CCCCC3)o2)c1	2	8	0.98	0.32	-4	3	18	13	0.9
CCCc1nc2n[nH]c(N)c2c2c1CCCC2	-9	-14	1.4	-0.35	9	6	2	-2	1.1
Cc1nn(S(=O)(=O)c2ccccc2)c(C)c1Sc1ccc([N+](=O)[O-])cc1	6	36	-0.61	-0.48	-8	-7	18	3	0.6
Fc1cccc(-c2nn[nH]n2)c1	-7	7	0.82	0.51	6	-5	-5	7	0.9
COc1ccc2cc3cc(C(=O)N4CCN(Cc5ccc6c(c5)OCO6)CC4)oc3nc2c1	26*	53*	0.99	-2.2	-27	-13	11	3	0.5
O=C(Nc1ccc2c(c1)OCCO2)c1ccc(Cl)c(S(=O)(=O)N2CCOCC2)c1	-11	41	-0.31	-1.9	3	5	1	-10	0.6
CCn1cc(C(=O)OC(C)C(=O)Nc2c(C)n(C)n(-c3ccccc3)c2=O)c(=O)c2ccc(C)nc21 (centres undefined)	-9	4	0.048	0.22	7	26	0	9	1
COc1ccccc1-n1cnnc1SC1CCOC1=O (centres undefined)	13	34	-0.13	1.1	-13	-4	-2	-2	0.7
COc1cc(-n2c(=O)c3ccccc3n(Cc3cccnc3)c2=O)cc(OC)c1OC	-17	x	-1.6	0.29	14	x	x	x	x
Cc1nn(Cc2ccccc2)c(C)c1CCC(=O)O	5	-4	0.55	-0.55	-5	7	-6	-4	1
COc1ccc(-c2cc3ccccc3oc2=O)cc1NC(=O)c1ccc(Br)o1	19	22	-0.03	-1.2	-22	0	-7	-5	0.8
COc1ccc(N=c2oc3cc(O)ccc3cc2C(=O)NCC2CCCO2)cc1 (centres undefined)	3	52*	-2.4	-2.5	-4	-11	-1	1	0.5
N#CCc1c(C#N)c(N)nc(N2CCN(Cc3ccc4c(c3)OCO4)CC2)c1C#N	-6	54*	x	1.1	5	-3	-4	-4	0.5
Cc1ccc(-c2nn3c(C)nnc3c3ccccc23)cc1S(=O)(=O)N(C)CCO	12	86*	-0.079	-0.79	-12	-7	12	0	0.1
COc1ccc(CNC(=O)CCOc2ccc(C(C)(C)C)cc2)cc1	2	41	1.6	0.91	0	-11	13	-8	0.6
Cc1cccc2nc(CSc3ccccc3N)cn12	-7	x	0.024	0.13	8	x	x	x	x
CN(C)c1cccc(C(=O)Nc2ccc3nc4n(c(=O)c3c2)CCCCC4)c1	-2	76*	0.75	x	-1	-7	8	-3	0.2
Cc1ccc(C(=O)N/C(=C\c2cccs2)C(=O)NCCc2c[nH]c3ccccc23)cc1C	-2	35	0.76	-0.57	2	-2	11	3	0.7
CCc1ccc(NCCC(=O)c2ccc(Br)cc2)cc1	-11	50*	0.19	-0.52	15	-5	-3	-1	0.5
CN(CC(=O)Nc1ccc(Cl)cc1)CC(=O)Nc1cc(Cl)ccc1C#N	x	-24	1.4	-0.43	x	6	39*	1	1.2
